DT40 TDP1 no CPT: qHTS for Inhibitors of human tyrosyl-DNA phosphodiesterase 1 (TDP1): qHTS in cells in absence of CPT; DT40 Tdp1-/- hTDP1 cells, no CPT, ATP luminescence, 48 h; Potency, µM (titrated, usually from 46.2 µM), for the others: top-dose activity change, negative = growth inhibition, actives largely listed as inhibitors; 420,000 compounds, 15% hits; AID 686978, 2013; further: nearly all actives have a fitted effect of over 55% in size
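Stably hTDP1-transfected Tdp1-null chicken DT40 cells were treated with library compounds minus camptothecin and grown for at least 48 hr at 37 °C, after which cellular ATP was quantified by luminescence.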
GCN5L2 inh: blocks human GCN5L2 histone acetyltransferase; Potency, µM (top dose mostly 58.9 µM), for the others: at the highest dose activity change, negative = inhibition, actives largely listed as inhibitors; Q92830; GCN5L2 HAT assay, ThioGlo1 CoA-SH fluorescence; AID 504327; 390,000 compounds, 0.21% hits
Target sequence (Q92830 whole entry, looked up): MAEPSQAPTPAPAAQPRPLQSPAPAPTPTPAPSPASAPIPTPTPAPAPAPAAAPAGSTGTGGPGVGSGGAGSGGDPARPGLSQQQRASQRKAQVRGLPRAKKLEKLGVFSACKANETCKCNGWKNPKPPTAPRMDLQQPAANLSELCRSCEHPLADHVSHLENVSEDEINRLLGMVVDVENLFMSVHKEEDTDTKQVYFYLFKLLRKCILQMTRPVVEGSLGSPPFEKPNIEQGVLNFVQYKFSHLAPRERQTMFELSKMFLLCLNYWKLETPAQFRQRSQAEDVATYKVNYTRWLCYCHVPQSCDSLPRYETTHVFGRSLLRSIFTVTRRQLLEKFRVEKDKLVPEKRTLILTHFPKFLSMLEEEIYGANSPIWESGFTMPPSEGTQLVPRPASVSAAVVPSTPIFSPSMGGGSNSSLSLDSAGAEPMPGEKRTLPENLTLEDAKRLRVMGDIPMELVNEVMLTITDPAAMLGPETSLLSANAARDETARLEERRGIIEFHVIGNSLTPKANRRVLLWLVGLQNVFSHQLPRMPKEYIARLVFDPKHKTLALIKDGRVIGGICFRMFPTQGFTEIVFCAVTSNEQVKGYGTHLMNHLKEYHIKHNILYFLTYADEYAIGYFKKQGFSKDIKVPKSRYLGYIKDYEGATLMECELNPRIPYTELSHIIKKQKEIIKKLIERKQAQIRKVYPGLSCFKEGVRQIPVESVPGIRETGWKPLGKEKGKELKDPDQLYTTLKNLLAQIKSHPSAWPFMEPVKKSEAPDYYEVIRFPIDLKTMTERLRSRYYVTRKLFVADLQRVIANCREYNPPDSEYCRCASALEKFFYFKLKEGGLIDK
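Preincubate 20nM GCN5L2 with compound 15 min, RT → add 50uM ThioGlo1 + 75uM H3(1-25) + 70uM acetyl-CoA → read fluorescence 0 and 20 min. Primary qHTS; fluorescent artifacts likely.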
TDP1 cell CPT: DT40-hTDP1 cell growth loss with CPT; chicken DT40 Tdp1-/-;hTDP1 cells + 20 nM CPT, ATP luminescence, 48 h; Potency, µM (doses to about 46.2 µM), for the others: at the highest dose activity change, negative = growth inhibition, usual class: inhibitors; 420,000 compounds, 12% hits; further: nearly all actives have a fitted effect of over 55% in size
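Chicken DT40 Tdp1-/- cells complemented with human TDP1, 400 cells/well, exposed to compounds plus 20 nM camptothecin for at least 48 h at 37 C; viability read as ATP content by CellTiter-Glo luminescence.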
An asterisk follows results filed as active; ? = inconclusive; · = no result given; & = joins results of further samples; [ ] = another dose, or the depositor's remark. The call rests on the fitted dose curve; in most records, active means well fitted curve in the direction sought with a large enough effect; inconclusive means small, poorly fitted or top-dose-only effect, or another doubt; inactive means no such curve, though single readings can be large; an effect the other way counts as inactive or inconclusive. On the % scale 0 is the no-effect control and ±100 the full control effect; potency means the concentration at half of the fitted maximal effect.

Each structure is followed by: DT40 TDP1 no CPT, GCN5L2 inh, TDP1 cell CPT
Cc1cccc(NC(=O)CN2C(=O)COc3ccc(S(=O)(=O)N4CCC(C)CC4)cc32)c1C
    ?, 1%, -29%
O=C(c1ccc(N2CCCC2=O)cc1)N1CCN(c2ccc(Cl)cc2)CC1
    ?, -3%, ?
CC1C/C(=C/c2ccccn2)C(=O)/C(=C/c2ccccn2)C1 (configuration not stated)
    0.52µM*, 2%, 0.52µM*
O=C(O)CCn1c(SCCc2ccccc2)nc2ccccc21
    -13%, ·, 2%
CN(C)/C=N/c1cc(=O)n(Cc2ccccc2)c(=O)n1C
    -19%, -5%, 12%
CCN(CC)c1ccc(S(=O)(=O)N2CCCCC2)cc1NC(=O)C1CSC2(C)CCC(=O)N12 (configuration not stated)
    9.2µM*, -6%, ?
Fc1ccccc1-c1nc2ccccc2[nH]1
    -21%, -11%, -6%
O=C1c2ccccc2NC(c2ccc(-c3ccc(Br)cc3)o2)N1O (configuration not stated)
    ?, -5%, ?
O=c1oc(-c2cccs2)nc2ccc(Br)cc12
    -17%, -11%, -8%
COc1ccc(CCNC(=O)C2CCN(S(=O)(=O)c3cc(OC)ccc3OC)CC2)cc1
    -11%, -3%, 3%
CCOc1ccc(Nc2cc(C)nc3nc(C)nn23)cc1
    -2%, 1%, -25%
COc1cc(C)ccc1OCC(=O)Nc1ccccc1N1CCOCC1
    ?, 2%, -23%
c1ccc(CCNc2cc(-c3ccc4ccccc4c3)nc3ccnn23)nc1
    ?, ·, ?
O=C(/C=C/c1ccccc1)NCC(=O)N/N=C\c1cccnc1
    0%, -5%, 4%
CC(C)(C)C1CCN2CCC[C@](c3ccccc3)(C1)C2OCCCO (some centres not stated)
    ?, ·, ?

Reprinted at random: 2 records from the list.
Each structure is followed by: DT40 TDP1 no CPT, GCN5L2 inh, TDP1 cell CPT
Cc1cccc(NC(=O)CN2C(=O)COc3ccc(S(=O)(=O)N4CCC(C)CC4)cc32)c1C
    ?, 1%, -29%
CCN(CC)c1ccc(S(=O)(=O)N2CCCCC2)cc1NC(=O)C1CSC2(C)CCC(=O)N12 (configuration not stated)
    9.2µM*, -6%, ?

Next section:
Each structure is followed by: DT40 TDP1 no CPT, GCN5L2 inh, TDP1 cell CPT
COc1ccc(NC(=O)c2sccc2OS(=O)(=O)N(C)C)cc1
    -19%, -15%, 6%
CN(C)CCN(C(=O)CN1C(=O)c2ccccc2C1=O)c1nc2cc3c(cc2s1)OCO3
    ?, -3%, -20%
COc1ccc(S(=O)(=O)N(C)CC(=O)Nc2ccccc2C(F)(F)F)cc1Cl
    -8%, 1%, ?
O=c1c2ccccc2ncn1CCOCCOc1cccc(Br)c1
    0%, -5%, 0%
Cc1cccc(C(CC(=O)O)n2cccc2)c1 (configuration not stated)
    4%, -3%, 0%
CCS(=O)(=O)N1CCN(C(=O)c2ccccc2)CC1
    -4%, 0%, 2%
COc1ccc(-c2cc(=O)c3cc(O)ccc3o2)cc1
    -15%, -6%, 2%
COc1ccc(N=C(C)c2sc3ccccc3c2O)cc1
    0%, -4%, 4%
COc1ccc(Cn2c(=O)c3cccnc3n(Cc3cccc(F)c3)c2=O)cc1
    ?, -6%, ?
Cc1nc2c(cnn2-c2ccccc2Cl)c(=O)n1-c1ccc(C(C)C)cc1
    21µM*, -3%&-8%, ?
Brc1ccc(-c2noc(CCc3ccccc3)n2)cc1
    -8%, ·, 2%
O=C(NNC(=O)C12CC3CC(CC(Cl)(C3)C1)C2)c1csc(N2CCOCC2)n1
    ?, 1%, 15%
COc1ccc(N2CCN(C(=O)COC(=O)c3c(-c4ccccc4)noc3C)CC2)cc1
    ?, -2%, ?
CC(C)C[C@H](NC(=O)NC(C)C)C(=O)O
    -3%, -28%, 0%
CCCCCN1C(C(=O)c2ccccc2)=C(NC(=O)c2ccccc2Cl)c2ccccc2S1(=O)=O
    8.2µM*, -1%, ?
CC(=O)O[C@@H]1CC2C(C)(C)C(=O)C=C[C@]2(C)C2CC[C@]3(C)C(=CC[C@H]3C3CO[C@@H](C(C)(C)O)[C@H](O)C3)[C@@]21C (some centres not stated)
    -8%[9.04 µM], ·, ?
Cc1cc([N+](=O)[O-])nn1CCCC(=O)Nc1cc(Oc2ccccc2)cc([N+](=O)[O-])c1
    21µM*, -3%, 16µM*
Cc1ccc(S(=O)(=O)N2CCC(C(=O)NCCCn3ccnc3)CC2)cc1
    ?, 1%, -28%
CC1Cc2ccccc2N1C(=O)c1cnsn1 (configuration not stated)
    -3%, -7%, 12%
COc1ccc2c(c1)OC[C@H]1[C@H]2N2C(=O)CNC(=O)[C@@]2(C)[C@H]1c1ccccc1
    3%, -4%, 7%
Cc1ccc(C)c(SCC(=O)OC/C(O)=C(\C#N)c2nc3ccccc3[nH]2)c1
    ?, -6%, ?
COc1ccc(C2CC(c3cccc([N+](=O)[O-])c3)=NN2/C(C)=C/C(C)=O)cc1 (configuration not stated)
    ?, ·, 16µM*
O=C(NCc1ccco1)/C(=C\C=C\c1ccccc1)NC(=O)c1ccccc1Br
    ?, 1%, -16%
CCc1nc(-c2cc(S(=O)(=O)N3CCN(c4ccccc4)CC3)ccc2OC)no1
    5%, -2%, 3%
CCC(=O)Nc1cccc(-c2cnc3ccccc3n2)c1
    ?, -7%[0.501 µM], ?
COC(=O)C1C(=O)C2=C(CC1C)Nc1ccccc1NC2c1ccc(C)s1 (configuration not stated)
    ?, -5%, -19%
O=C(c1ccccc1[N+](=O)[O-])N1CC2C3C=CC(C3)C2C1 (configuration not stated)
    -29%, -9%, 11%
O=C1CC(=Nc2ccc([N+](=O)[O-])cc2)NN1c1c(Cl)cc(Cl)cc1Cl
    26µM*, ·, ?
COc1ccc(C(=O)NC(=S)N2CCCC2)cc1
    1%, -26%, -9%
Cc1ccc(OCc2nnc(NC(=O)OCC(C)C)s2)cc1
    -6%, -1%, 5%

The listing continues:
canonical_smiles | DT40 TDP1 no CPT | GCN5L2 inh | TDP1 cell CPT
O=C(COC(=O)c1nc(Cl)ccc1Cl)Nc1ccc(Cl)cn1 | 1% | -7% | 1%
CCOC(=O)c1c(C)[nH]c(C)c1C(=O)COC(=O)c1cc2ccccc2cc1OC | 23µM* | -11% | ?
CCC(C)[C@H](NC(=O)NCCCn1ccnc1)C(=O)OC (some centres not stated) | 3% | 3% | 16%
CN(C)CC(C)(O)c1ccc2c(c1)CN(C(=O)c1ccc(-n3cccn3)cc1)CCO2 (configuration not stated) | 0% | · | 5%[9.04 µM]
COC(=O)c1sc2cccc(F)c2c1S(=O)(=O)N1CCN(c2cccc(OC)c2)CC1 | ? | -11% | ?
C/C(=N\Nc1nc(-c2cc(C)ccc2C)cs1)c1cc2c(ccc3ccccc32)oc1=O | 16µM* | -19% | ?
COc1ccc(-c2[nH]ncc2CN2CCC(O)(c3ccc(Cl)cc3)CC2)cc1 | 10µM* | 2% | ?
COc1cc(OC)c2c(C)cc(=O)oc2c1C(CCN1CCN(c2ccccc2)CC1)c1ccc2c(c1)OCO2 (configuration not stated) | 21µM* | 0% | 5.2µM*
N#Cc1nc(-c2cccc(Cl)c2)oc1NCc1cccnc1 | -17% | -13% | -5%
OCCC1CN(Cc2ccc(Oc3ncccn3)cc2)CCN1CCc1ccccc1 (configuration not stated) | -24% | -5% | -5%

Reprinted from the listing, 24 compounds:
canonical_smiles | DT40 TDP1 no CPT | GCN5L2 inh | TDP1 cell CPT
CC(C)C[C@H](NC(=O)NC(C)C)C(=O)O | -3% | -28% | 0%
CCCCCN1C(C(=O)c2ccccc2)=C(NC(=O)c2ccccc2Cl)c2ccccc2S1(=O)=O | 8.2µM* | -1% | ?
CC(=O)O[C@@H]1CC2C(C)(C)C(=O)C=C[C@]2(C)C2CC[C@]3(C)C(=CC[C@H]3C3CO[C@@H](C(C)(C)O)[C@H](O)C3)[C@@]21C (some centres not stated) | -8%[9.04 µM] | · | ?
Cc1cc([N+](=O)[O-])nn1CCCC(=O)Nc1cc(Oc2ccccc2)cc([N+](=O)[O-])c1 | 21µM* | -3% | 16µM*
Cc1ccc(S(=O)(=O)N2CCC(C(=O)NCCCn3ccnc3)CC2)cc1 | ? | 1% | -28%
CC1Cc2ccccc2N1C(=O)c1cnsn1 (configuration not stated) | -3% | -7% | 12%
COc1ccc2c(c1)OC[C@H]1[C@H]2N2C(=O)CNC(=O)[C@@]2(C)[C@H]1c1ccccc1 | 3% | -4% | 7%
Cc1ccc(C)c(SCC(=O)OC/C(O)=C(\C#N)c2nc3ccccc3[nH]2)c1 | ? | -6% | ?
COc1ccc(C2CC(c3cccc([N+](=O)[O-])c3)=NN2/C(C)=C/C(C)=O)cc1 (configuration not stated) | ? | · | 16µM*
O=C(NCc1ccco1)/C(=C\C=C\c1ccccc1)NC(=O)c1ccccc1Br | ? | 1% | -16%
CCc1nc(-c2cc(S(=O)(=O)N3CCN(c4ccccc4)CC3)ccc2OC)no1 | 5% | -2% | 3%
CCC(=O)Nc1cccc(-c2cnc3ccccc3n2)c1 | ? | -7%[0.501 µM] | ?
COC(=O)C1C(=O)C2=C(CC1C)Nc1ccccc1NC2c1ccc(C)s1 (configuration not stated) | ? | -5% | -19%
O=C(c1ccccc1[N+](=O)[O-])N1CC2C3C=CC(C3)C2C1 (configuration not stated) | -29% | -9% | 11%
O=C1CC(=Nc2ccc([N+](=O)[O-])cc2)NN1c1c(Cl)cc(Cl)cc1Cl | 26µM* | · | ?
COc1ccc(C(=O)NC(=S)N2CCCC2)cc1 | 1% | -26% | -9%
Cc1ccc(OCc2nnc(NC(=O)OCC(C)C)s2)cc1 | -6% | -1% | 5%
O=C(COC(=O)c1nc(Cl)ccc1Cl)Nc1ccc(Cl)cn1 | 1% | -7% | 1%
CCOC(=O)c1c(C)[nH]c(C)c1C(=O)COC(=O)c1cc2ccccc2cc1OC | 23µM* | -11% | ?
CCC(C)[C@H](NC(=O)NCCCn1ccnc1)C(=O)OC (some centres not stated) | 3% | 3% | 16%
CN(C)CC(C)(O)c1ccc2c(c1)CN(C(=O)c1ccc(-n3cccn3)cc1)CCO2 (configuration not stated) | 0% | · | 5%[9.04 µM]
COC(=O)c1sc2cccc(F)c2c1S(=O)(=O)N1CCN(c2cccc(OC)c2)CC1 | ? | -11% | ?
C/C(=N\Nc1nc(-c2cc(C)ccc2C)cs1)c1cc2c(ccc3ccccc32)oc1=O | 16µM* | -19% | ?
COc1ccc(-c2[nH]ncc2CN2CCC(O)(c3ccc(Cl)cc3)CC2)cc1 | 10µM* | 2% | ?

Continuation.
canonical_smiles | DT40 TDP1 no CPT | GCN5L2 inh | TDP1 cell CPT
COc1ccc(C(=O)NC(=S)Nc2ccc(Cc3ccncc3)cc2)cc1 | 18µM* | -3% | ?
CCNC(=O)CC1C(=O)N(c2cccc(OC)c2)C(=O)N1Cc1ccc(OC)c(OC)c1 (configuration not stated) | -15% | 0% | 10%
O=C(C1=NN[C@@H]2C(=O)N(Cc3ccccc3)C(=O)[C@H]12)c1ccc(F)cc1 | ? | -6% | -1%
COc1ccc(OCC2NCCc3cc(OC)c(OC)cc32)cc1 (configuration not stated) | ? | -3% | ?
CC(C(=O)N1CCCCC1)N1C(=O)c2ccccc2C1=O (configuration not stated) | -2% | -5% | 5%
O=C1c2nccnc2C(=O)N1Cc1ccccc1 | -7% | · | -7%
O=C(NCCCN1CCOCC1)c1ccc([N+](=O)[O-])cc1[N+](=O)[O-] | -14% | -2% | -28%
CN1CCN(c2ncc3nc(-c4cccc(C#N)c4)c(=O)n(CCc4ccccc4)c3n2)CC1 | ? | -7% | ?
Cc1ccccc1CNC(=O)CCC(=O)N1CCOc2ccccc21 | 11% | -13% | 0%
COc1ccc(CN2CC(C(=O)NCCCN3CCCC(C)C3)CC2=O)cc1 (configuration not stated) | 18% | 0% | 10%
COc1ccc(NC(=O)CCNS(=O)(=O)c2ccc3c(c2)c(=O)n(C)c(=O)n3C)cc1 | -23% | -9% | -4%
O=C(COC(=O)c1ccc(O)cc1O)NCCN1C(=O)CSC1=O | -9% | -2% | 4%
O=C(OCc1ccccc1)c1ccc2c(c1)-c1ccccc1C2=O | -16% | -9% | -3%
CCc1nnc(SCC(=O)NC2CCCC2)nc1CC | -16% | -3% | 1%
NC(=O)COc1cccc(/C=N/NC(=O)c2ccc(-n3cccc3)cc2)c1 | 14% | -3% | -16%
CCc1noc(C)c1C(=O)Nc1cccc(S(=O)(=O)N2CCCCCC2)c1 | ? | -6% | -28%
CC1CN(CC(O)COCc2ccc3c(c2)OCO3)CC(C)O1 (configuration not stated) | 24% | -3% | ?
CCC(C)NC(=O)c1cc(Cl)c(NC(=O)C2=C(C)OCCS2)cc1OC (configuration not stated) | ? | 0% | ?
Cc1nc2c(C(=O)NCc3ccccc3)c[nH]n2c(=O)c1Cl | -14% | -13% | -5%
CSc1ccc(C2c3c(-c4ccccc4O)n[nH]c3C(=O)N2Cc2ccncc2)cc1 (configuration not stated) | 18µM* | -14% | 23µM*

Screening results: PubChem BioAssay, National Center for Advancing Translational Sciences (NCATS)
